Screening data from PubChem.
D3 antag: antagonists of human D3 dopamine receptor. P35462. D3R cells, DiscoveRx beta-arrestin luminescence, antagonist mode; hits give low values. max response, negative = inhibition, %. 2.5% of 360,000 active. AID 652054; in the data active = max response below about -50%; inconclusive = no clear call, values can overlap the other calls; note: % is set by controls: 0 for no effect and ±100 for the full control effect; mostly tested at two doses, the higher about 12 µM
Target sequence (P35462 whole entry, looked up): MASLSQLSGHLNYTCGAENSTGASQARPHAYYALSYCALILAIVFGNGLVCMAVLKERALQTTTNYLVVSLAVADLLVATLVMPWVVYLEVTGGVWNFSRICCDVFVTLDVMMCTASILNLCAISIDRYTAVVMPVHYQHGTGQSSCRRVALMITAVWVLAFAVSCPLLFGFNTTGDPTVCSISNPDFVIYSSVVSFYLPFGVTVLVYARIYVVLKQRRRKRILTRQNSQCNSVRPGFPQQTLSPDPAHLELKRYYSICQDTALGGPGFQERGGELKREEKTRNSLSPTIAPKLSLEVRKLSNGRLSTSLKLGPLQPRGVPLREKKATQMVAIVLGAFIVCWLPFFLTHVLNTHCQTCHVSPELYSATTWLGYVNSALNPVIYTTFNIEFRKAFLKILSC
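Cells expressing the human receptor were seeded at 1500 cells/well, incubated overnight at 37 degrees C in 5% CO2, then exposed to library compounds with dopamine controls for 90 minutes at 37 degrees C before luminescent detection.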
IL1B secr inh: inflammasome signaling inhibition, IL-1 beta readout. THP-1 LPS/ATP IL-1B secretion, AlphaLISA, 16 h; hits give low values. activity change, % at 57.5 µM. 4.7% of 360,000 active. AID 743279; in the data active = activity change below about -50%; inconclusive = mostly about -30% to -49%; note: % is set by controls: 0 for no effect and ±100 for the full control effect
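Secreted IL-1B measured by AlphaLISA bead assay after 16 h compound exposure of THP-1 cells; compounds (final up to 57.5 uM) added 1 h before LPS (250 ng/mL) and ATP (1.25 mM) stimulation; lower signal means less secretion.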
HT1080 IDH1KD tx: toxicity to HT-1080 IDH1 knockdown cells (counter line) | HT-1080 IDH1 knockdown viability, ATP luminescence, 48 h | Potency, µM (doses to about 46.1 µM), inactives show top-dose activity, negative = toxicity, hits mostly cytotoxic | 2% of 360,000 active;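 note: potency is the fitted concentration of half-maximal effect; 0% = DMSO wells and -100% = cell-free medium wells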
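IDH1KD HT-1080 cells, 750/well, RPMI + 5% FBS; compound pinned after 2 h settling; 48 h, 37 °C; CellTiter-Glo luminescence; % activity normalised to DMSO and no-cell wells; curves fitted, classed by r2 and efficacy.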
GLP1R ag: GLP-1 receptor (human) agonism | HEK293 GLP-1R CRE-luciferase, luminescence, 4-6 h; cells express a hypersensitive GLP-1R form | Potency, µM (titrated, usually from 45.6 µM), without a hit: at the top dose activation, usual class: activators | 0.007% of 380,000 active; note: potency is the fitted concentration of half-maximal effect; % of control where 0% means no effect
Target sequence (P43220 whole entry, looked up): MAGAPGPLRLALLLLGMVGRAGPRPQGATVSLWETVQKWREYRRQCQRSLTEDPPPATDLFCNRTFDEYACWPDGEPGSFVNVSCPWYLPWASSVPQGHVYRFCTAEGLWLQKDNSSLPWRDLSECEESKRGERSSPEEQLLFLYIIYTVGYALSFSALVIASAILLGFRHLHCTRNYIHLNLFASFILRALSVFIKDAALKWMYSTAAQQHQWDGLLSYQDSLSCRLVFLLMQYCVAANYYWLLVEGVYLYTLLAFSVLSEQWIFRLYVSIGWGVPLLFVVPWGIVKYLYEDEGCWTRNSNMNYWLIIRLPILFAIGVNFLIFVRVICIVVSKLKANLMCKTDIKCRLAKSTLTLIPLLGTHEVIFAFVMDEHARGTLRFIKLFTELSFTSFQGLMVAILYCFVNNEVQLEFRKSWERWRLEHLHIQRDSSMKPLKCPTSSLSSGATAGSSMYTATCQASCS
KB-3-1 tox: kills parental KB-3-1 adenocarcinoma cells | KB-3-1 viability, CellTiter-Glo ATP luminescence, 72 h | Potency, µM (series often up to 46.1 µM), for the others: at the top dose activity change, negative = cytotoxic, usual class: cytotoxic | 1.4% of 400,000 active | AID 1347075; note: potency is the fitted concentration of half-maximal effect; % is set by controls: 0 for no effect and ±100 for the full control effect; nearly all actives have a fitted effect of over 60% in size
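Viability of parental KB-3-1 cells, measured by CellTiter-Glo luminescence, followed a 72 h incubation at 37 °C with pinned compounds in phenol-red-free DMEM containing 10% FBS.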
HT1080-NT tox: kills 2HG-producing HT-1080-NT fibrosarcoma cells | HT-1080-NT fibrosarcoma viability, CellTiter-Glo ATP luminescence, 48 h | Potency, µM (doses to about 46.1 µM), without a hit: at the highest dose activity, negative = less viability, usual class: cytotoxic | 1.6% of 360,000 active | AID 686970;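 note: NT is the 2HG producing partner of a matched IDH1 knockdown line; potency is the fitted concentration of half-maximal effect; 0% = DMSO-treated cells and -100% = media-only wells without cells; nearly all actives have a fitted effect of over 55% in size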
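750 cells/well, RPMI + 5% FBS; 2 h settle, compound pin-transfer, 48 h at 37 degrees C. CellTiter-Glo 10 min RT, luminescence. Normalized to DMSO and media-only wells.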
KB-V1 MDR tox: KB-V1 MDR subline cytotoxicity. 3.4% of 400,000 active. AID 1347076. Potency, µM (doses to about 46.1 µM), for inactives: top-dose activity change, negative = cytotoxicity, actives largely listed as cytotoxic. KB-V1 MDR cells viability, CellTiter-Glo, 72 h; note: potency is the fitted concentration of half-maximal effect; % is set by controls: 0 for no effect and ±100 for the full control effect; nearly all actives have a fitted effect of over 60% in size
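KB-V1 cells (P-gp-expressing MDR subline of KB-3-1) in phenol-red-free DMEM with 10% FBS were exposed to library compounds over a concentration series for 72 h at 37 degrees C. Viability read by CellTiter-Glo luminescence; concentration-effect curves fitted after normalization.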
SW480 rerep: inducers of DNA re-replication in SW480 colon cancer cells. SW480 DNA re-replication, Hoechst DNA content imaging, 48 h. Potency, µM (highest dose often 46.1 µM), for inactives: at the top dose re-replication activation, most hits filed as activators. 1.8% of 340,000 active; note: potency is the fitted concentration of half-maximal effect; % of control where 0% means no effect; nearly all actives have a fitted effect of over 55% in size
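Compounds, transferred as 23 nL by pin tool, were incubated with cells for 48 hr; DNA content per nucleus was then quantified by Hoechst staining and fluorescence plate imaging.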
D3 ag: agonists of human D3 dopamine receptor; P35462; D3R DiscoveRx beta-arrestin cells, luminescence, 90 min; max activation, %; 0.58% of 410,000 active; AID 652048; in the data active = max activation above about 30%; note: 0% is about no effect; mostly tested at two doses, the higher about 12 µM
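Agonist mode: compounds and dopamine controls were applied to plated cells for 90 min at 37 degrees C after an overnight attachment at 1500 cells/well. Luminescent read-out followed 30 - 60 minutes at room temperature with DiscoveRx detection reagent.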
Starred values were filed as active, the others as inactive; ? = inconclusive; / = no result given; & = joins results of further samples; [ ] = dose if it differs, or a comment. Unless noted, calls come from the whole dose curve; as a rule, active = well fitted curve in the direction sought with a large enough effect; inconclusive = small, poorly fitted or top-dose-only effect, or another doubt; inactive = no such curve, though single readings can be large; an effect the other way counts as inactive or inconclusive. The order is random; about 12% have a hit in one of these screens.

structure,D3 antag,IL1B secr inh,HT1080 IDH1KD tx,GLP1R ag,KB-3-1 tox,HT1080-NT tox,KB-V1 MDR tox,SW480 rerep,D3 ag
CC1Cc2cc(S(=O)(=O)N3CCN(c4ccc(Cl)cc4)CC3)ccc2N1C(=O)C1CC1 (configuration not stated),3.8,-17.0,-2.9%,1.3%,?,-16.4%,-7.9%,?,0.7
COc1ccc(S(=O)(=O)N2CCC(C(=O)NN3CCCCC3)CC2)cc1,8.3,19.4,1.8%,-4.7%,1.5%,-0.6%,25.9%,/,2.5
CC(C)c1ccc(NC(=O)CSc2nc3ccsc3c(=O)n2Cc2ccc(C(=O)O)cc2)cc1,8.7,14.3,-5.1%,6.6%,0.3%,-0.9%,0.2%,-1.5%,-5.6
Cn1nccc1C(=O)N1CCCC(C(=O)c2ccc(C(F)(F)F)cc2)C1 (configuration not stated),20.9,35.1,-1.1%,1.8%,-10.0%,2.9%,-0.9%,-2.3%,2.0
CCOc1cc(C(=O)NC(CC(=O)O)c2ccc(OC3CCCC3)cc2)cc(OCC)c1OCC (configuration not stated),19.2,23.8,0.0%,-0.1%,-4.4%,6.1%,0.0%,-4.8%,-2.0
COc1ccccc1C(=O)Nn1cnnc1,19.0,39.1,1.9%,-7.3%,0.4%,-0.5%,?,-2.0%,1.8
CCCc1c(C)nc2c(OC)cccc2c1SCC(=O)O,-4.5,2.9,14.3%,-2.0%,-12.2%,14.4%,-8.6%,-0.5%,2.3
c1ccc2cc(-c3csnn3)ccc2c1,-3.1,-26.3,10.1%,-1.6%,17.8%,7.3%,0.0%,-2.4%,4.1
CCCC(=O)Nc1ccc2c(c1)nc(CN1CCCC1)n2C,0.0,16.9,8.3%,-3.0%,21.9%,8.1%,25.0%,1.8%,-4.9
O=C(O)c1cc2c(s1)-c1ccccc1CC2,-24.8,-4.1,-4.5%,-8.8%,-9.9%,-4.8%,-7.2%,0.9%,-17.1
c1ccc(-c2nnc3sc(CN4CCC5(CC4)OCCO5)cn23)cc1,-22.1,0.0,-16.9%,-4.0%,-5.0%,-12.8%,20.6µM*,-2.1%,-9.1
CC(SCc1ccccc1)C(=O)NCc1ccccn1 (configuration not stated),-9.3,19.2,11.5%,0.5%,-10.0%,13.1%,-1.8%,-13.2%,0.8
COc1ccc(Nc2nc3c(C)cccc3cc2C#N)cc1,9.3,6.5,-1.4%,15.1%,-6.1%,-11.7%,-11.5%,1.2%,4.3
CCOc1cc(CN2CCN(C(=O)CC(C)C)CC2)ccc1OC,-15.3,7.8,7.2%,-7.0%,4.5%,2.0%,-2.4%,0.7%,11.9
Cc1ccc(S(=O)(=O)N[C@@H](C)C(=O)N2CCC(C(=O)N3CCC[C@H]3C(=O)O)CC2)cc1,-27.3,0.0,13.5%,2.0%,0.9%,22.3%,0.0%,-0.2%,0.5
CN(CCc1ccccc1)C(=O)c1cccc(NC(=O)Cc2cccc(NC(=O)C3CCN(C(=O)C4CCC4)CC3)c2)c1,0.0,1.0,-0.5%,9.0%,0.0%,-0.7%,-0.7%,9.7%,-2.5
Cc1nnc(NC(=O)c2cc(-c3ccncc3)nc3c(C)cccc23)s1,16.7,38.6,-1.3%,-0.1%,8.6%,-7.1%,0.0%,0.7%,4.1
O=C(CN1CCCc2ccccc21)Nc1ccc(F)cc1[N+](=O)[O-],-4.9,17.1,-1.5%,6.6%,0.2%,-13.1%,-4.0%,-1.2%,3.6
Cc1cn([C@H]2C[C@H](O)[C@@H](CNC(=O)c3ccccn3)O2)c(=O)[nH]c1=O,-14.6,-17.2,-0.8%,8.1%,-17.7%,-0.5%,-8.4%,/,4.0
CC(=O)N1CCc2cc(S(=O)(=O)NC(CC(C)C)C(=O)Nc3cc(C)ccn3)ccc21 (configuration not stated),10.2,7.0,-5.1%,-11.5%,10.9%,-5.9%,-0.3%,-4.9%,2.8
Cc1ccc(C(=O)CCC2CCCC2=O)cc1 (configuration not stated),-15.5,-17.6,12.7%,4.9%,6.2%,2.6%,6.6%,/,-2.0
COc1cccc(CNC(=O)Cn2c(=O)oc3cc(S(=O)(=O)N4CCCCC4)ccc32)c1,9.5,10.5,2.7%,4.5%,0.0%,?,-17.3%,-13.4%,5.8
COc1ccc(C(=O)N2CCCCC2c2cc(C(=O)Nc3ccc(F)c(Cl)c3)no2)cc1 (configuration not stated),-6.2,-4.6,-2.0%,-2.4%,-3.9%,-21.2%,-11.6%,/,-15.8
COc1ccc(O)c(C(=O)c2cnc3onc(C)c3c2)c1,-21.3,?,0.6%,-0.7%,11.7%,-1.8%,-6.9%,0.8%,-3.7
O=C(CCSCc1cccc(Cl)c1)NCCC1=CCCCC1,5.4,-2.2,16.3%,3.0%,4.2%,20.3%,0.0%,1.6%,2.4

Single records, as listed above. Screens in order: D3 antag, IL1B secr inh, HT1080 IDH1KD tx, GLP1R ag, KB-3-1 tox, HT1080-NT tox, KB-V1 MDR tox, SW480 rerep, D3 ag
Cc1ccc(S(=O)(=O)N[C@@H](C)C(=O)N2CCC(C(=O)N3CCC[C@H]3C(=O)O)CC2)cc1 in the list: -27.3, 0.0, 13.5%, 2.0%, 0.9%, 22.3%, 0.0%, -0.2%, 0.5
COc1ccc(S(=O)(=O)N2CCC(C(=O)NN3CCCCC3)CC2)cc1 in the list: 8.3, 19.4, 1.8%, -4.7%, 1.5%, -0.6%, 25.9%, /, 2.5

Returning to the listing, repeating the 2 entries before the break.
structure,D3 antag,IL1B secr inh,HT1080 IDH1KD tx,GLP1R ag,KB-3-1 tox,HT1080-NT tox,KB-V1 MDR tox,SW480 rerep,D3 ag
COc1ccc(O)c(C(=O)c2cnc3onc(C)c3c2)c1,-21.3,?,0.6%,-0.7%,11.7%,-1.8%,-6.9%,0.8%,-3.7
O=C(CCSCc1cccc(Cl)c1)NCCC1=CCCCC1,5.4,-2.2,16.3%,3.0%,4.2%,20.3%,0.0%,1.6%,2.4
O=C(Nc1ccc(F)cc1)c1ccc(COc2ccccc2)cc1,14.2,-8.1,18.2%,-0.4%,-2.2%,25.1%,2.3%,-0.1%,1.2
CN(C)C(=O)CSc1nc(SCC(=O)N(C)C)n(-c2ccccc2)n1,-16.1,9.0,-1.2%[9.24 µM],4.4%,13.6%,-3.7%,12.6%,0.5%,-8.0
CC1CCCC(C)N1C(=O)COC(=O)COc1ccccc1C#N (configuration not stated),3.9,7.3,-0.3%,-3.1%,-6.1%,4.9%[9.24 µM],-15.5%,-7.2%,-5.5
COc1ccc(C2/C=C\CN(Cc3ccncc3)CC(=O)N2Cc2ccc(F)cc2)cc1 (configuration not stated),9.8,-9.6,0.1%,0.3%,-10.6%,0.4%,-19.5%,?,10.1
COc1ccc(NC(=O)Nc2ccccc2F)c(C)c1,-19.2,0.0,-20.2%,-1.5%,1.4%,-18.0%,-3.9%,-8.1%,-11.8
CN(Cc1ccc(F)cc1)C(=O)COc1ccc2ccccc2c1,-12.3,-10.9,11.1%,27.1%,-0.3%,8.2%,-6.1%,-9.2%,5.3
COC(=O)c1ccccc1NC(=O)C1CCCN(S(=O)(=O)c2ccc(OC)cc2)C1 (configuration not stated),42.8,8.7,0.6%,-2.7%,-8.1%,1.3%,?,-2.0%,9.9
Cc1ccc(N(Cc2ccccc2)C(=O)CSC(C)C(=O)Nc2cc(C)on2)cc1 (configuration not stated),-21.2,12.6,?,5.6%,-14.7%,-18.7%,?,/,-1.6
Cc1ccc(C)c(NC(=O)CCn2cnnn2)c1,3.8,1.0,2.6%,-0.8%&9.7%,-1.5%&16.3%,4.5%,-1.8%&-1.5%,-3.4%,-1.9&6.0
COc1ccccc1-c1cnc(C(O)c2cccc(CN3CCCCC3)c2)[nH]1 (configuration not stated),-23.7,31.1,3.7%,-6.8%,0.0%,3.5%,8.7%,/,-9.5
O=C(c1cc(COc2ccc(F)cc2Cl)on1)N1CCC(OCc2cccnc2)CC1,6.7,12.4,-6.5%,4.4%,-14.0%,-1.9%,?,-2.0%,1.0
COc1ccccc1N(C)S(=O)(=O)c1ccc(C(=O)OCC(=O)Nc2cc(C)on2)cc1,24.3,12.3,9.3%,-4.9%,3.1%,4.0%,7.4%,-39.6%[inhibitor],-0.9
CCc1nc2ccc(C(=O)NCCCN3CCCC3=O)cn2c1N(CCC(C)C)CCN(C)C,-24.5,-0.4,9.6%,-1.0%,0.0%,11.4%,2.7%,/,-6.1
O=C(NCCCCc1ccccc1)C12CN(Cc3ccccc3)CC1C(c1ccc([N+](=O)[O-])cc1)=NO2 (configuration not stated),0.0,-6.7,-4.8%,-4.9%,0.0%,-0.4%,0.0%,2.4%,17.4
Cn1nnc(NC(=O)CSc2ncn[nH]2)n1,-10.1,-9.5,12.3%,-13.0%,-5.8%,6.8%,6.9%,-17.6%,1.6
COC(=O)C(NC(=O)CCc1c(C)nc2cc(-c3cccc(F)c3)nn2c1C)C(C)C (configuration not stated),/,/,/,0.9%,?,/,-13.0%,/,2.8
O=C(COc1ccc2ccccc2c1)NCCn1ccc2ccccc21,12.5,-14.0,-7.6%,7.3%,-6.7%,0.0%,10.9%,-2.7%,4.9
O=C(c1ccccn1)C1CCCN(Cc2nc(Cc3cccc(F)c3)no2)C1 (configuration not stated),-5.6,4.9,13.8%,11.3%,5.1%,19.8%,?,?,-3.9
CCOC(=O)C1=C(COC(=O)C2CC(=O)N(c3ccc(C)cc3)C2)NC(=O)NC1C (configuration not stated),8.0,16.2,19.7%,12.8%,1.9%,17.4%,17.9%,-95.5%[inhibitor],3.9
COC(=O)c1[nH]c2ccccc2c1NS(=O)(=O)c1ccc(F)c(C)c1,-8.8,-8.9,-0.2%,-5.5%,-6.5%,-2.3%,?,1.5%,-7.4
